# Assay outcomes as filed in PubChem.
# sdo1 growth: growth rescue of sdo1-depleted yeast, primary screen, S. cerevisiae, bone marrow failure model; S. cerevisiae sdo1-depleted JHY4D growth rescue, OD600 30 h; stronger effect = higher value; pdr5 snq2 efflux-pump mutant strain; z-score at 10 µM; 140,000 tested, 0.21% active; AID 817, 2007;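 active = z-score above 3 at both the 24 hr and the 30 hr optical density reads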;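 note: z-score against mean and SD of all compound wells on the same plate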
# Insulin prom inh: inhibitors of insulin promoter-driven GFP, primary screen, imaging, TRM-6 cells (human fetal islet line), eGFP reporter, cell count | reporter expression induced with tamoxifen | inhibition, % at 2 µM | 130,000 tested, 0.9% active;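 active = inhibition above the mean plus 3 SD, with well images judged a real hit on visual review, cut at about 60% in these data, passing the limit was not always enough; inconclusive = inhibition over the cutoff but images rejected on review; inactive = inhibition not above the cutoff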
# sdo1 growth Rescue 24 h: also measured in sdo1 growth; calls as there; z-score; S. cerevisiae sdo1-depleted JHY4D growth rescue, OD600; measured here: growth rescue at 24 h;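 0 is the plate mean of compound wells and units are plate SD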
# The depositor's hits bear a star; ? = inconclusive; · = not tested or not shown.
SMILES,sdo1 growth,sdo1 growth Rescue 24 h,Insulin prom inh
CNC(=S)N(CCc1c(C)[nH]c2ccccc12)Cc1cc(OC)c(OC)c(OC)c1,-0.29,0.25,-47.6
CC(C)c1ccc(N2CCN(C(=O)c3ccccc3NC(=O)/C=C\C(=O)O)CC2)cc1,1.65,1.98,-72.4
CN1C(=O)N(c2cccc3ccccc23)C(n2cncn2)C1(C)C (stereo not given),0.41,-0.01,-2.9
Cc1ccc2c(c1)nnn2C1CCN(CC(=O)N2CCN(c3ccc(F)cc3)CC2)CC1,1.27,0.27,-24.3
N#C/C(C(=O)NCc1ccco1)=C1/SC(Cc2ccc(F)cc2)C(=O)N1c1ccccc1 (stereo not given),-0.14,-0.32,3.9
COC(=O)C1CCN(C2CC(=O)N(c3cc(C)cc(C)c3)C2=O)CC1 (stereo not given),·,·,52.4
O=C(Nc1ccc(Oc2ccccc2)cc1)C1CCCN(c2ncccn2)C1 (stereo not given),-0.64,0.72,·
CCCCn1c(SCC(=O)c2ccc(O)c(O)c2)nc2ccsc2c1=O,0.11,-0.6,·
CN(CCc1ccccn1)S(=O)(=O)c1ccc2c3c(cccc13)C(=O)N2,0.19,-0.02,10.1
CCn1c(/N=C/c2c[nH]c3ccccc23)nc2ccccc21,-1.53,-1.41,·
CC(C)CCC(O)(CCC(C)C)C(=O)NN1CCCCC1,0.2,-0.74,·
O=C(NCc1n[nH]c(=S)n1-c1ccc(Br)cc1)c1cccs1,·,·,-35.7
CCCN(CCC)C(=S)NC(=O)c1ccc(-c2ccccc2)cc1,-2.55,-1.71,-50.0
O=C(OCc1cc2ccccc2[nH]c1=O)c1cccnc1,1.11,0.56,17.6
Cc1csc(NC(=O)C(NC(=O)c2ccccc2F)C(C)C)n1 (stereo not given),·,·,-18.2
CC1=C(C(N)=O)C(c2ccc(Cl)cc2Cl)n2ncnc2N1 (stereo not given),0.75,0.06,33.3
Cc1ccc(Sc2ncnc3onc(C)c23)c(C)c1,·,·,45.0
CCC(CC)C(=O)Nc1cccc(C(=O)Nc2ccc(OC)cc2[N+](=O)[O-])c1,-0.52,0.41,23.3
C=CCc1cccc2cc(C(=O)N3CCN(c4ccccn4)CC3)c(=O)oc12,·,·,-36.4
Nc1ncccc1OCc1cccc(C(F)(F)F)c1,·,·,-11.1
O=[N+]([O-])c1nn(-c2ccc3c(c2)OCCO3)n(O)c1=NC1CCCCCC1,-1.6,-0.76,36.7
Cc1nccn1CCc1n[nH]c(=S)n1Cc1ccccc1,0.75,0.06,-71.4
Cc1cccc(NCc2ccccc2O)n1,0.77,0.3,·
Cc1occc1-c1nnc(SCC(=O)NCC2CCCO2)n1C (stereo not given),0.71,-0.36,-8.1
CC12CCC(C(=O)N(CSC(=S)N/N=C\c3ccccc3O)C1=O)C2(C)C (stereo not given),-0.51,-0.31,70.0
Cc1sc(NC(=O)c2ccccc2)c(C(=O)N2CCN(C)CC2)c1C,-0.19,-0.78,-42.9
O=C(NCc1ccco1)c1ccc(Cn2c(=O)c3ccccc3n(Cc3cccc(Cl)c3)c2=O)cc1,-0.55,1.09,61.3
COc1ccc(-c2nc(CCNS(=O)(=O)c3ccc4c(c3)OCCO4)cs2)cc1,-1.36,-1.47,·
O=C(NCc1ccccc1)Nc1cccn(Cc2ccccc2)c1=O,0.3,0.46,·
CC(=O)N1c2c(ccc3ccccc23)C(C)CC12CCCCC2 (stereo not given),-2.09,-2,12.5
CN1C(=S)SC(/[N+]([O-])=C\c2ccc(Cl)cc2)C1(C)C (stereo not given),-1.11,-1.37,-12.8
COc1cccc(OC)c1C(=O)N1CCN(Cc2ccc3c(c2)OCO3)CC1,0.05,-0.09,-28.6
CCCCNC(=O)COC(=O)c1ccc(SC)cc1OC,·,·,0.0
CCCCNC(=S)NNC(=O)c1csc(C(C)C)c1,0.67,0.08,60.0
O=C(O)c1cc(-c2ccncc2)nc2ccc(F)cc12,1.07,0.94,-11.8
CC(C)n1c(O)c(N=Nc2ccccn2)c2ccccc21,-0.53,0.21,-40.3
Cc1noc(NS(=O)(=O)c2ccc(NC(=O)CSc3nnc4c(n3)[nH]c3ccccc34)cc2)c1C,0.16,-0.15,-17.9
c1ccc2c(c1)CCN(c1nc3ccccc3n3cnnc13)C2,-1.56,-1.06,·
CSC(=O)NC12CC3CC(CC(C)(C3)C1)C2,-0.67,-0.89,-9.7
CCOc1ccccc1C(=O)N1CCC(C(=O)c2ccc(F)cc2)CC1,-0.29,0.41,-262.5
O=C(O)C1=C(OCc2ccc(F)c(F)c2)C(=O)NCC1,·,·,38.1
CCC(=O)NNc1ncnc2ccccc12,0.16,-0.26,·
CCOC(=O)COc1ccc(C2CC(C)=NN2c2ccccc2)cc1 (stereo not given),·,·,-18.8
O=C(c1cnc2sccn2c1=O)N1CCc2ccccc2C1,0.13,-0.04,-35.1
CCOC(=O)c1[nH]c(C)c(C(=O)OCC(=O)N2CCc3ccccc32)c1C,-0.37,-0.34,26.1
Cn1nc(C(C)(C)C)cc1C(=O)Nc1nc2c(s1)C(=O)CC(C)(C)C2,-0.45,-0.76,·
CCOc1nc(NC2CCCCC2)nc(NC(C)(C)C)n1,-0.6,-0.02,?
C/C(=N\NC(=O)c1c(Cl)c(C)nn1C)c1ccc(NC(=O)COc2ccc(Cl)cc2C)cc1,-1.81,-1.17,·
Clc1ccc(Cn2nnc(-c3ccc(N4CCOCC4)cc3)n2)cc1,-0.35,0.09,-10.7
CCSC(C)CC1CC(=O)CC(=O)C1 (stereo not given),0.73,0.47,-104.3
O=C(CSc1nnc(-c2ccncc2)o1)NCc1ccc(Cl)cc1,0.26,-0.05,19.4
O=C(CCCOc1ccccc1)N1CCN(c2ccc(F)cc2)CC1,0.12,-0.97,-366.7
COc1cc(-n2c(=O)c3ccccc3n(Cc3cc(=O)n4ccccc4n3)c2=O)cc(OC)c1OC,1.23,0.22,12.5
COC(=O)C(C)Sc1nc(-c2ccc(OC)cc2)nc2c1c(=O)n(C)c(=O)n2C (stereo not given),·,·,9.5
CNc1ccccc1C(C)(C)c1cc(C)[nH]n1,·,·,-42.9
CCn1c(C)nc2cc(-c3nnc(-c4c(-c5ccccc5)noc4C)o3)ccc21,-2.35,-1.5,·
CCOC(=O)Cc1csc(NC(=O)CSc2nnnn2-c2ccc(C)cc2C)n1,-0.64,-0.42,31.2
O=C(O/N=C/c1cccc([N+](=O)[O-])c1)C1CC1,1.45,-0.14,-209.4
Nc1ccc(Cl)cc1/C(=N/O)c1ccccc1,0.58,0.74,15.6
C=CCNC(=S)Nc1ccc2nc(C)c(C)nc2c1,2.95,2.08,33.3
# Further entries:
SMILES,sdo1 growth,sdo1 growth Rescue 24 h,Insulin prom inh
Cc1ccc(CNC(=O)CCNS(=O)(=O)c2ccc3c(c2)c(=O)n(C)c(=O)n3C)cc1,0.27,0.59,0.0
O=c1[nH]c(=O)n(Cc2ccco2)c2c1C(C(F)(F)F)(C(F)(F)F)N=C(c1ccc(F)cc1)N2,-0.79,-0.37,35.7
O=C(NCCCN1CCOCC1)c1ccc(Sc2ccc(Br)cc2)c([N+](=O)[O-])c1,-1.89,-1.45,-59.5
CCOC(=O)c1[nH]c2ccccc2c1N=C(C)N(CC)CC,0.53,0.53,·
COC(=O)c1cc(OC)c(OC)cc1NC(=O)CCC1CCCC1,-1.13,-0.89,-8.1
Cc1oc2ccc(OC(=O)COc3c(F)c(F)c(F)c(F)c3F)cc2c1C(=O)OC(C)C,0.67,0.42,-7.1
COc1cc2c(cc1NC(=O)COC(=O)c1ccc(C(C)(C)C)cc1)oc1ccccc12,0.59,0.72,·
CC(C)Cn1c(SCC(=O)NCc2ccc(Cl)cc2)nnc1-c1cccc(S(=O)(=O)N2CCOCC2)c1,-0.08,-0.23,-71.4
CCN(CC)c1ccc(C(NC(C)=O)NC(C)=O)cc1,0.75,1.4,·
CCCCCn1c(CN(C)Cc2ccccc2)nc2c1c(=O)n(C)c(=O)n2C,-0.72,-0.85,13.6
CCC(CC)NC(=O)COc1ccc(OC)cc1C=O,·,·,7.1
O=C1C(C=NC2CC2)=C(O)c2ccccc21,1.51,1.17,28.1
O=C(Nc1ccccc1)Nc1ccccc1C(=O)NCc1ccccc1,-0.73,-1.09,-76.7
CCOC(=O)C1CCN(C(=O)c2ccc(Cl)c(NC3=NC4CS(=O)(=O)CC4S3)c2)CC1 (stereo not given),1.33,0.31,12.2
N/C(=N\OC(=O)c1ccc(=O)n(Cc2ccccc2)c1)c1ccccn1,·,·,-33.3

# Reformatted with values under each structure: part of the list above
# Order of values: sdo1 growth | sdo1 growth Rescue 24 h | Insulin prom inh
- COC(=O)c1cc(OC)c(OC)cc1NC(=O)CCC1CCCC1
→ -1.13 | -0.89 | -8.1
- O=C(Nc1ccccc1)Nc1ccccc1C(=O)NCc1ccccc1
→ -0.73 | -1.09 | -76.7
- CCN(CC)c1ccc(C(NC(C)=O)NC(C)=O)cc1
→ 0.75 | 1.4 | ·

# (listing goes on)
SMILES,sdo1 growth,sdo1 growth Rescue 24 h,Insulin prom inh
CC(C)n1cc(/C=C2/NC(=O)NC2=O)c2ccccc21,·,·,4.8
C=CCn1c(COc2ccc(Cl)cc2)nnc1SCC(=O)Nc1ccc(S(N)(=O)=O)cc1,1.92,1.58,35.7
Nc1nc(-c2cccc(Br)c2)cs1,-0.94,-0.73,·
c1cnc2ccc(C(c3nnnn3C3CCCCC3)N3CCN4CCCC4C3)cc2c1 (stereo not given),0.34,-0.38,-32.1
O=C(/C=C/c1ccco1)NCC1CCCO1 (stereo not given),1.76,1.45,·
O=c1[nH]c2cc3c(cc2cc1C(c1nnnn1Cc1ccccc1)N1CCN2CCCC2C1)OCCO3 (stereo not given),-0.12,-0.21,·
O=C(NC1CCCc2ccccc21)C1CCN(S(=O)(=O)c2ccccc2)CC1 (stereo not given),0.46,0.23,-84.6
CC1CCc2nn(CC(=O)Nc3ccc(F)cc3F)cc2C1 (stereo not given),-0.52,-0.36,·
CCOc1ccccc1C(=O)N1CCN=C1SC,1.17,0.89,·
CCn1nnc(-c2ccccc2NS(=O)(=O)c2ccc(C(=O)OC)cc2)n1,-0.46,-0.29,-13.9
Nc1[nH]n2c(=O)cc(-c3ccccc3)nc2c1N=Nc1ccc(S(N)(=O)=O)cc1,·,·,33.3
CCCOc1ccc(CNC(=S)NCc2ccc(OC(C)C)cc2)cc1,-0.39,0.33,·
O=C(Nc1ccc(F)cc1)c1ccc(Cn2cnnn2)cc1,·,·,50.0
CCCCCn1c(SCC(=O)c2ccccc2)nc2cc(C(=O)NCc3ccco3)ccc2c1=O,-1.46,-0.42,13.3
CN(C)C(=O)NC(NC(=S)Nc1ccccc1)C(Cl)(Cl)Cl (stereo not given),·,·,34.9

# Quoted at random: 7 compounds from above, in no set order.
SMILES,sdo1 growth,sdo1 growth Rescue 24 h,Insulin prom inh
CCn1nnc(-c2ccccc2NS(=O)(=O)c2ccc(C(=O)OC)cc2)n1,-0.46,-0.29,-13.9
O=C(NC1CCCc2ccccc21)C1CCN(S(=O)(=O)c2ccccc2)CC1 (stereo not given),0.46,0.23,-84.6
CN(C)C(=O)NC(NC(=S)Nc1ccccc1)C(Cl)(Cl)Cl (stereo not given),·,·,34.9
C=CCn1c(COc2ccc(Cl)cc2)nnc1SCC(=O)Nc1ccc(S(N)(=O)=O)cc1,1.92,1.58,35.7
O=c1[nH]c2cc3c(cc2cc1C(c1nnnn1Cc1ccccc1)N1CCN2CCCC2C1)OCCO3 (stereo not given),-0.12,-0.21,·
Nc1[nH]n2c(=O)cc(-c3ccccc3)nc2c1N=Nc1ccc(S(N)(=O)=O)cc1,·,·,33.3
O=C(Nc1ccc(F)cc1)c1ccc(Cn2cnnn2)cc1,·,·,50.0

# Following part.
SMILES,sdo1 growth,sdo1 growth Rescue 24 h,Insulin prom inh
C=C1Cn2c(nnc2-c2ccc(Cl)cc2)S1,0.41,0.42,·
CCOC(=O)CSc1nc2ccccc2c(=O)n1CC1COc2ccccc2O1 (stereo not given),-0.87,-0.89,·
Cc1ccc(C)c(NC(=O)c2ccccc2Sc2ccc([N+](=O)[O-])cc2Cl)c1,-0.64,0.05,-7.4
O=C(CCS(=O)(=O)c1ccc(Br)cc1)Nc1ccc2c(c1)OCO2,0.12,0.49,-30.2
Cc1cccc(C)c1NC(=S)/N=C/N(C)C,·,·,7.7
COc1ccccc1N(C(=O)c1snc(C(N)=O)c1N)C(C(=O)NC1CCCC1)c1ccco1 (stereo not given),-1.03,-1.13,33.3
COc1ccc(C(=O)NCCCc2nc3ccccc3n2Cc2cc(C)ccc2C)cc1OC,-0.66,-1,2.4
O=C(CN1CCN(S(=O)(=O)c2ccc(F)cc2)CC1)Nc1ccc2c(c1)OCCO2,-0.29,-1.15,-18.2
CCC(CC)c1nnc(NC(=O)Oc2ccccc2)s1,-1.02,-0.64,50.0
O=C(NC(=S)Nc1cccc(Cl)c1N1CCCC1)c1ccc(-c2cccc([N+](=O)[O-])c2)o1,-0.18,0.14,10.8
CC(C)CC(=O)Nc1ccc(N2CCN(S(C)(=O)=O)CC2)cc1,0.1,-0.95,-6.2
CN1CC(=O)N(CC(=O)Nc2ccc(SC(F)F)cc2)C1=O,·,·,-28.6
Cc1ccc2c(C(=O)CN3CCN(c4ccccc4)CC3)c(C)[nH]c2c1,0.15,0.23,-3.1
CS(=O)(=O)CCC(C(=O)n1nnc2ccccc21)N1C(=O)c2ccccc2C1=O (stereo not given),0.86,0.08,-3.1
CC(Oc1ccccc1)C(=O)NC1CCN(Cc2ccccc2)CC1 (stereo not given),-1.04,-0.77,16.1
C=CCn1c(SCC(=O)c2ccc(CNC(C)=O)o2)nc2scc(C3CC3)c2c1=O,-1.68,-0.97,·
